Screening data (PubChem BioAssay)
ADAM17 inh: ADAM17 inhibition, QFRET primary screen; P78536; recombinant ADAM17, EDANS/DABCYL FRET peptide cleavage; inhibition, % at 6.95 µM; actives 0.83% (n = 370,000); AID 720648;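 active = inhibition above the mean of compounds lying between control limits plus 3 SD, set per campaign, cut at about 8.5% in these data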;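 note: 0% = DMSO-only wells as the low control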
SIAE primary: inhibitors of human sialic acid acetylesterase SIAE; Q9HAT2; SIAE FP-Rh probe binding, fluorescence polarization; inhibition, % at 9.66 µM; actives 0.69% (n = 370,000); AID 1053197;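 active = inhibition above a cutoff: mean of compounds within the control limits plus 3 SD of those, cut at about 17% in these data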;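 note: 0% = plate median of compound wells and 100% = probe without SIAE protein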
PLC-gamma1 inh: PLC-gamma1 (human) inhibition, primary screen. actives 0.84% (n = 370,000). inhibition, % at 12.2 µM. P19174. purified PLC-gamma1, fluorogenic substrate, fluorescence; in the data active = inhibition above about 9.5%
PLCb3 inh: inhibitors of human phospholipase C beta3 | AID 720704 | inhibition, % at 12.2 µM | Purified PLC-beta3, fluorogenic substrate, fluorescence | actives 0.18% (n = 370,000); in the data active = inhibition above about 11%;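 note: 0% = median of compound wells on plate and 100% = full blocker control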
Tn7 DDE FP: inhibitors of Tn7 peptide binding to human fibrin DD(E) | AID 720508 | FP displacement of FITC-Tn7 peptide from fibrin DD(E); 0% = median of compound wells per plate | inhibition, % at 8.3 µM | actives 0.13% (n = 370,000) | P02675;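 active = inhibition above the mean of compounds falling within the control limits plus 3 SD of them, cut at about 14% in these data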;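 note: 0% = plate median of compound wells and 100% = 10 µM Aha-Tn7 peptide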
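Also added: labelled Tn7 tracer, 0.1 µM; Assay system: human fibrin DD(E) protein; Amount: 2 µM fibrin DD(E); Schedule: 10 min compound pre-incubation, 3 h probe incubation at room temperature; Repeats: one replicate per compound; Read-out basis: percent inhibition; Measured by: fluorescence polarization of the labelled Tn7 tracer.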
ASAP1 GAP inh: inhibitors of human ASAP1 ArfGAP activity; Q9ULH1; ASAP1-stimulated ARF1 GTP hydrolysis, GDP FP detection; actives 0.19% (n = 360,000); AID 624377; inhibition, % at 16.5 µM; in the data active = inhibition above about 25%;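 note: 0% = vehicle with enzyme and substrate and 100% = no enzyme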
TDP2 absorb: blocks human TDP2 phosphodiesterase activity. recombinant TDP2, T5PNP hydrolysis, p-nitrophenol absorbance 415 nm. inhibition, % at 12.8 µM. O95551. actives 0.34% (n = 370,000);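 active = inhibition above the mean of all tested compounds plus 3 SD, set per campaign, cut at about 25% in these data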;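 note: 0% = DMSO with enzyme and 100% = buffer with substrate but no TDP2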
Target sequence (O95551 whole entry, looked up): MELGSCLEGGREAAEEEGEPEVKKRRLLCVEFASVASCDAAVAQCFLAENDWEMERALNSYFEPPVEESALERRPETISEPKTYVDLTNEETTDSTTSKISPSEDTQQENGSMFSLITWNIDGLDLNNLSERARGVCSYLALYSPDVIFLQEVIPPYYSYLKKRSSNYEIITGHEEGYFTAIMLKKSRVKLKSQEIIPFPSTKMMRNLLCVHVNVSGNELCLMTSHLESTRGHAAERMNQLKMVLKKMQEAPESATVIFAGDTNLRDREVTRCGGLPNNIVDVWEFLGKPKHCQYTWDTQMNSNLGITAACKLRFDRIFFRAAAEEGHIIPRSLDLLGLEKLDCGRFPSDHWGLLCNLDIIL
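Material: recombinant human TDP2; quantity: TDP2 enzyme at 120 nM final; medium: Tris-HCl pH 7.5 with MgCl2; compound: single concentration, 12.8 µM nominal, with 1% DMSO; incubation: 2 h enzyme incubation at 37 °C; signal: epi absorbance; measure: percent inhibition; benchmarks: high control without enzyme, low control DMSO plus TDP2; repeats: singlicate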
ARFGAP1 inhibitor: inhibitors of rat ARFGAP1; Arfgap1-stimulated ARF1 GTP hydrolysis, GDP FP detection; inhibition, % at 16.5 µM; actives 0.26% (n = 360,000);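 active = inhibition above a per-plate limit, mean inhibition of low control wells plus 3 SD, cut at about 25% in these data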;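 note: 0% = DMSO wells with enzyme and 100% = wells lacking Arfgap1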
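material = rat Arfgap1 catalytic domain, aa 1-136 | also added = human ARF1(Δ1-17)-GTP substrate | compound dosing = one concentration, 16.5 µM, DMSO 1.26% | times = GTP hydrolysis reaction 2 h at 25 °C | measured by = FP, GDP Alexa 633 tracer displaced from anti-GDP antibody, 620/688 nm | evaluation = percent inhibition of Arfgap1-stimulated GTP hydrolysis | replication = single well per compound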
ADAM10 inh: inhibits human ADAM10 | actives 0.62% (n = 370,000) | recombinant ADAM10, EDANS/DABCYL FRET peptide cleavage, 3 h | AID 720582 | inhibition, % at 7 µM;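 active = inhibition above a per-campaign cutoff equal to the mean of compounds falling between control-based bounds plus 3 SD, cut at about 20% in these data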;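 note: 0% = DMSO wells while the 100% control is not disclosed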
Target sequence (O14672 214-748 limits assumed): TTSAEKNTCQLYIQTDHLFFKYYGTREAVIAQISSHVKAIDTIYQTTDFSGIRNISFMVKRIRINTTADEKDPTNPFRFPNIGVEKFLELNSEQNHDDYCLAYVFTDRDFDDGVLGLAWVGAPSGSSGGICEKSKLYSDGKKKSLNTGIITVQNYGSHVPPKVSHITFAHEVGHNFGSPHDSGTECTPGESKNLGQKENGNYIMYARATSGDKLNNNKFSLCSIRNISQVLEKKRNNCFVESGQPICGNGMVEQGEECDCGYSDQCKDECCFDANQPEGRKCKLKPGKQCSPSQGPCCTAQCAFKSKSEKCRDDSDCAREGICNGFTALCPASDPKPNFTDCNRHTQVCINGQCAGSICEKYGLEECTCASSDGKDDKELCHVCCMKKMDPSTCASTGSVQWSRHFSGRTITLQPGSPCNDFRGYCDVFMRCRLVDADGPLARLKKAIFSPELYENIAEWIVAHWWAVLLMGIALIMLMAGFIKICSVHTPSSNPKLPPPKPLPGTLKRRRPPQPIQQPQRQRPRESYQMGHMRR
Tn6 DDE FP: disrupts Tn6 cyclic peptide binding to fibrin D-Dimer-E complex; inhibition, % at 8.3 µM; Fibrin DD(E) TRITC-Tn6 fluorescence polarization displacement; P02675; actives 0.21% (n = 370,000);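 active = inhibition above a per-campaign cutoff: mean of compounds within control limits plus 3 SD, cut at about 15% in these data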;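 note: 0% = median of all compound wells on the plate and 100% = blocking peptide control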
An asterisk follows results filed as active. Hits appear at their usual frequency; any-hit rate near 3.6%.

SMILES	ADAM17 inh	SIAE primary	PLC-gamma1 inh	PLCb3 inh	Tn7 DDE FP	ASAP1 GAP inh	TDP2 absorb	ARFGAP1 inhibitor	ADAM10 inh	Tn6 DDE FP
O=C(NC1CCCC1)C(c1cccs1)N(C(=O)c1csnn1)c1ccccc1F (stereo not drawn)	-1	-9	2	-5	-2	-5	-2	-10	-3	6
O=CNc1ccc2c(c1)Cc1cc([N+](=O)[O-])ccc1-2	1	-9	-59	-86	7	6	-4	3	4	-2
CC1CCN(C(=O)c2ccc3c(c2)OCCO3)CC1	2	3	5	4	3	-4	1	-3	1	3
CCN1C(=O)CC(Sc2ccccc2C(=O)O)C1=O (stereo not drawn)	-6	5	0	-4	13	-3	14	-8	3	-1
O=C(O)Cn1cc(C(=O)c2cccs2)c2ccccc21	3	6	-4	-5	-10	1	0	7	4	2
COc1ccc(N=C2SC(CC(=O)Nc3ccccc3)C(=O)N2CCc2ccccn2)cc1 (stereo not drawn)	0	1	3	2	-1	16	11	3	0	-7
Cc1noc(C)c1COc1ccccc1C(=O)N(C)CC(=O)Nc1cccc(F)c1	-3	2	1	5	1	-1	12	-6	-8	-2
CCc1cccc(NC(=O)NC2CCCCC2)c1	0	1	-1	1	7	-5	2	-5	-7	3
CCOC(=O)c1cnn(C(=O)c2ccccc2)c1N	-3	-7	0	1	3	10	2	-8	-8	-4
Cc1cc(OCC(=O)N2CCC(O)(c3ccc(Cl)cc3)CC2)c2c(C)cc(=O)oc2c1	-6	2	-3	-18	3	-2	-5	-7	-17	-9
COc1ccc(NC(=O)c2cc(-c3ccccc3)nc3c2cnn3C(C)C)c(OC)c1	-2	-6	-1	-7	-4	-7	9	-5	-11	2
Cc1ccc(S(=O)(=O)N2CCC(C(=O)NCC(C)(C)N3CCOCC3)CC2)c(C)c1	-5	0	1	-3	-6	7	-5	4	-8	0
COc1cc2c(cc1OC)CN(c1nc(CN3CCCCC3)nc3sc4c(c13)CCCC4)CC2	-2	0	1	0	-6	-5	-12	3	-2	5
CCCn1c(=O)c2ccccc2n2c(SCCNCCO)nnc12	-2	6	1	-4	-1	-1	5	9	0	-6
O=C1CC(c2ccc(S(=O)(=O)NC3CC3)cc2)CN1 (stereo not drawn)	-4	-2	3	4	4	-4	5	-4	-13	-2
CC(=O)c1ccc(-n2nncc2C)cc1	-6	0	4	1	4	-9	-6	-1	-11	1
Cc1cc(/C=c2/sc3nc4ccccc4n3c2=O)c(C)n1-c1ccccn1	-3	-7	-19	-26	-2	3	5	-13	-10	4
COc1ccc(NS(=O)(=O)c2ccc(C)c(C(=O)N3CCCCCCC3)c2)cc1	-4	-15	-2	1	1	-11	18	-1	-15	-2
O=C(COC(=O)CCC(=O)N1CCOCC1)Nc1ccc(Br)cc1Br	-3	0	-3	2	-6	4	10	-4	-4	-3
CN(CCOc1ccccc1)C(=S)Nc1ccc(OC(F)F)cc1	3	3	-1	-4	-4	-7	6	-2	-1	0

Structures shown so far containing an aryl methoxy group:
SMILES	ADAM17 inh	SIAE primary	PLC-gamma1 inh	PLCb3 inh	Tn7 DDE FP	ASAP1 GAP inh	TDP2 absorb	ARFGAP1 inhibitor	ADAM10 inh	Tn6 DDE FP
COc1ccc(N=C2SC(CC(=O)Nc3ccccc3)C(=O)N2CCc2ccccn2)cc1 (stereo not drawn)	0	1	3	2	-1	16	11	3	0	-7
COc1ccc(NC(=O)c2cc(-c3ccccc3)nc3c2cnn3C(C)C)c(OC)c1	-2	-6	-1	-7	-4	-7	9	-5	-11	2
COc1cc2c(cc1OC)CN(c1nc(CN3CCCCC3)nc3sc4c(c13)CCCC4)CC2	-2	0	1	0	-6	-5	-12	3	-2	5
COc1ccc(NS(=O)(=O)c2ccc(C)c(C(=O)N3CCCCCCC3)c2)cc1	-4	-15	-2	1	1	-11	18	-1	-15	-2

Carrying on.
SMILES	ADAM17 inh	SIAE primary	PLC-gamma1 inh	PLCb3 inh	Tn7 DDE FP	ASAP1 GAP inh	TDP2 absorb	ARFGAP1 inhibitor	ADAM10 inh	Tn6 DDE FP
Cc1ccc(C)c(OCCC(=O)OCC(=O)N(C)c2c(N)n(Cc3ccccc3)c(=O)[nH]c2=O)c1	-3	18*	-1	-6	-2	15	5	-8	-2	-4
O=C(COC(=O)c1n[nH]c(=O)c2ccccc12)c1ccc(Cl)cc1	2	-4	2	3	-1	-1	8	6	-5	7
Cc1noc(NS(=O)(=O)c2ccc(N/C=C\C(=O)c3ccc(F)cc3)cc2)c1C	-4	-9	-2	-3	0	3	-15	16	3	-6
CS(=O)(=O)Nc1ccc(C2=NN(C(=O)c3ccco3)C(c3ccccc3)C2)cc1 (stereo not drawn)	-7	-6	-43	-49	2	15	9	10	-14	3
Cc1ccc(C)c(C(Nc2ccccc2)c2ccc3ccc(C)nc3c2O)c1 (stereo not drawn)	-3	8	-5	-10	11	1	3	1	-16	6
Cc1cc2cc(CNC(=O)c3ccco3)ccc2n1C	-1	6	-14	-18	-5	-6	6	1	-21	27*
Cc1ccsc1/C=N/Nc1ncnc2nc[nH]c12	-2	8	-1	-8	-1	8	13	-7	-12	-11
O=C(c1cccc(Oc2ccc([N+](=O)[O-])cc2Cl)c1)N1CCOCC1	3	5	-14	-1	5	-9	-14	6	11	-5
C=CCN1C=C2C(=O)C(C)(OC(=O)c3ccc(OC)cc3)C(=O)C(c3ccco3)=C2C=C1CCCC (stereo not drawn)	-4	6	-118	-152	5	8	7	-4	-7	9
O=C(O)CNS(=O)(=O)c1ccc(F)cc1	-1	13	3	4	5	3	-6	0	14	1
COc1ccc(NCC(=O)Nc2ccc(Br)cc2F)c(OC)c1	10*	6	-12	-27	-5	3	-19	3	5	-5
CC(C)C[C@H](NC(=O)c1nc[nH]c1C(=O)NCc1ccccc1)C(=O)OCc1ccccc1	10*	-18	3	5	-1	20	-19	19	25*	0
COc1ccc(-c2csc(N(CCCN(C)C)C(=O)c3cc(OC)c(OC)c(OC)c3)n2)cc1	-3	-5	1	-4	9	-3	1	-3	-3	0
NC(=O)c1c(NC(=O)c2ccc(N3C(=O)CCC3=O)cc2)sc2c1CCCC2	-6	-2	-163	-205	-8	6	-5	4	-27	-6
Cc1cccc(C)c1N1C(=O)c2ccccc2NC(=O)C1C(=O)NCCc1ccccc1F (stereo not drawn)	-4	-4	1	-2	0	10	0	4	-8	9
O=C1C(C=NCc2ccccn2)=C(O)c2ccccc21	-2	-4	-17	-18	-6	2	-7	4	0	-5
Cn1c(SCC(=O)N/N=C/c2ccco2)nc2ccccc21	1	-5	6	-7	-5	4	-3	-2	7	-7
O=C(Cn1cnc2c(cnn2-c2ccccc2)c1=O)N1CCCc2ccccc21	1	0	6	1	1	13	-9	6	-14	-6
Clc1ccc2nnc(Cl)n2n1	-7	0	0	0	-3	6	3	3	-18	-1
Cc1ccc(C)c(OCc2cc(C(=O)N3CCN(c4cnccn4)CC3)no2)c1	-23	10	-38	-63	0	-11	0	0	-82	-5

2 compounds from above, showing only SIAE primary and PLCb3 inh:
| smiles | SIAE primary | PLCb3 inh |
| --- | --- | --- |
| CC1CCN(C(=O)c2ccc3c(c2)OCCO3)CC1 | 3 | 4 |
| COc1ccc(NCC(=O)Nc2ccc(Br)cc2F)c(OC)c1 | 6 | -27 |

(cont.)
SMILES	ADAM17 inh	SIAE primary	PLC-gamma1 inh	PLCb3 inh	Tn7 DDE FP	ASAP1 GAP inh	TDP2 absorb	ARFGAP1 inhibitor	ADAM10 inh	Tn6 DDE FP
Cc1ccc(/C=N/NS(=O)(=O)c2ccc([N+](=O)[O-])cc2)o1	-4	6	0	-4	3	10	2	6	-6	-3
Cc1c(C2C(C#N)=C(N)N(c3cccc([N+](=O)[O-])c3)C3=C2C(=O)CCC3)cnn1C (stereo not drawn)	-1	0	2	0	5	6	-1	4	-9	8
O=S(=O)(c1ccc2c(c1)nc(COc1ccc(Cl)cc1)n2CC1CCCO1)N1CCOCC1 (stereo not drawn)	0	1	-1	-1	-9	2	-8	17	-4	-3
CC(=O)CCc1ccccc1	1	1	2	6	-7	-9	-7	4	-8	8
COc1ccc(F)cc1-c1cc(NC=O)c2ncc(-c3cccc(C(=O)N(C)C)c3)n2c1	-10	-6	-19	-24	3	9	0	8	-32	-2
O=c1c2ccccc2nc2n1C(CSCc1ccc(Cl)cc1)CS2 (stereo not drawn)	-5	-1	4	3	3	-6	-16	11	-5	-9
CSCC[C@H](NC(=O)NCCC1=CCCCC1)C(=O)O	3	-1	6	1	4	-6	-12	-11	6	-3
Cc1nc2c3ccccc3[nH]c(=O)n2n1	-1	1	2	0	-1	-16	1	1	-12	6
Nc1c(-c2ccccc2)c(CN2CCOCC2)nn1-c1ccc(F)cc1	-5	2	-3	1	1	-1	-1	-9	17	-9
O=C(Nc1ccc2ccccc2c1)c1ccccc1[N+](=O)[O-]	-4	1	-11	-18	3	-15	-2	8	-14	5
COC(=O)c1c(C(=O)OC)c(C)n(Cc2cccnc2)c1C	-4	-1	1	3	0	0	6	2	20	-7
CC(OC(=O)c1c[nH]c2ccccc12)C(=O)N1CCCC1 (stereo not drawn)	-5	-3	2	-3	5	5	10	5	-13	-9
CCOc1ccc(OCC)c(NC(=O)CN(C)S(=O)(=O)c2cnc[nH]2)c1	0	6	2	3	-11	10	-6	0	3	8
COc1cc(/C=C(\C#N)c2nc3ccccc3[nH]2)cc(Br)c1OCc1ccc(F)cc1	-8	-21	-38	-39	3	-1	-9	-4	-9	13
CCNC(=S)Nc1ccc(Cl)cc1	0	12	5	5	-3	10	-9	1	7	6
